PLCg1 inh: PLC-gamma1 enzyme inhibitors, primary screen, biochemical, fluorescence, purified enzyme; inhibition, % at 12.2 µM; fluorogenic substrate; 370,000 compounds, 0.84% hits; 1-phosphatidylinositol 4,5-bisphosphate phosphodiesterase gamma-1 (Homo sapiens), P19174; in the data active = inhibition above about 9.5%
ADAM10 inh: human ADAM10 inhibitors, primary screen, biochemical, QFRET, HTS. recombinant ADAM10, EDANS/DABCYL FRET peptide cleavage, 3 h. inhibition, % at 7 µM. 370,000 compounds, 0.62% hits. AID 720582, 2013;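 active = inhibition above a per-campaign cutoff equal to the mean of compounds falling between control-based bounds plus 3 SD, cut at about 20% in these data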;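 note: 0% = DMSO wells while the 100% control is not disclosed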
DDE Tn6 FP inh: inhibitors of Tn6 peptide binding to fibrin DD(E), primary screen, biochemical, fluorescence polarization, human fibrin, Tn6 probe; Fibrinogen beta chain (Homo sapiens), P02675; Fibrin DD(E) TRITC-Tn6 fluorescence polarization displacement; inhibition, % at 8.3 µM; 370,000 compounds, 0.21% hits;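 active = inhibition above a per-campaign cutoff: mean of compounds within control limits plus 3 SD, cut at about 15% in these data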;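 note: 0% = median of all compound wells on the plate and 100% = blocking peptide control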
Tn7 DDE FP: inhibitors of Tn7 peptide binding to fibrin DD(E), primary screen, biochemical, fluorescence polarization, human fibrin, Tn7 probe; FP displacement of FITC-Tn7 peptide from fibrin DD(E); 0% = median of compound wells per plate; inhibition, % at 8.3 µM; 370,000 compounds, 0.13% hits; AID 720508, 2013;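 active = inhibition above the mean of compounds falling within the control limits plus 3 SD of them, cut at about 14% in these data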;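 note: 0% = plate median of compound wells and 100% = 10 µM Aha-Tn7 peptide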
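Test system: human clot-derived fibrin DD(E) complex / Quantity: 2 µM final DD(E) protein / Incubation: 10 min plus 3 h, room temperature / Measured by: fluorescence polarization / Benchmarks: high control of 10 µM Aha-Tn7 peptide / Replicates: singlicate testing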
ARFGAP1 inhibitor: inhibitors of rat ARFGAP1 GAP activity, primary screen, biochemical, fluorescence polarization, GDP tracer; AID 651572, 2012; Arfgap1-stimulated ARF1 GTP hydrolysis, GDP FP detection; inhibition, % at 16.5 µM; ADP-ribosylation factor GTPase-activating protein 1 (Rattus norvegicus), Q62848; 360,000 compounds, 0.26% hits;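 active = inhibition above a per-plate limit, mean inhibition of low control wells plus 3 SD, cut at about 25% in these data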;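 note: 0% = DMSO wells with enzyme and 100% = wells lacking Arfgap1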
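material = rat Arfgap1 catalytic domain, aa 1-136 | also added = human ARF1(Δ1-17)-GTP substrate | compound dosing = one concentration, 16.5 µM, DMSO 1.26% | times = GTP hydrolysis reaction 2 h at 25 °C | measured by = FP, GDP Alexa 633 tracer displaced from anti-GDP antibody, 620/688 nm | evaluation = percent inhibition of Arfgap1-stimulated GTP hydrolysis | replication = single well per compound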
ADAM17 inh: ADAM17 inhibitors, primary screen, biochemical, QFRET; Disintegrin and metalloproteinase domain-containing protein 17 (Homo sapiens), P78536; recombinant ADAM17, EDANS/DABCYL FRET peptide cleavage; inhibition, % at 6.95 µM; 370,000 compounds, 0.83% hits; AID 720648, 2013;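 active = inhibition above the mean of compounds lying between control limits plus 3 SD, set per campaign, cut at about 8.5% in these data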;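 note: 0% = DMSO-only wells as the low control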
PLC-beta3 inh: human PLC-beta3 inhibitors, primary screen, biochemical, fluorescence; Purified PLC-beta3, fluorogenic substrate; AID 720704, 2013; inhibition, % at 12.2 µM; 370,000 compounds, 0.18% hits; in the data active = inhibition above about 11%;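 note: 0% = median of compound wells on plate and 100% = full blocker control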
Target sequence (Q01970 whole entry, looked up): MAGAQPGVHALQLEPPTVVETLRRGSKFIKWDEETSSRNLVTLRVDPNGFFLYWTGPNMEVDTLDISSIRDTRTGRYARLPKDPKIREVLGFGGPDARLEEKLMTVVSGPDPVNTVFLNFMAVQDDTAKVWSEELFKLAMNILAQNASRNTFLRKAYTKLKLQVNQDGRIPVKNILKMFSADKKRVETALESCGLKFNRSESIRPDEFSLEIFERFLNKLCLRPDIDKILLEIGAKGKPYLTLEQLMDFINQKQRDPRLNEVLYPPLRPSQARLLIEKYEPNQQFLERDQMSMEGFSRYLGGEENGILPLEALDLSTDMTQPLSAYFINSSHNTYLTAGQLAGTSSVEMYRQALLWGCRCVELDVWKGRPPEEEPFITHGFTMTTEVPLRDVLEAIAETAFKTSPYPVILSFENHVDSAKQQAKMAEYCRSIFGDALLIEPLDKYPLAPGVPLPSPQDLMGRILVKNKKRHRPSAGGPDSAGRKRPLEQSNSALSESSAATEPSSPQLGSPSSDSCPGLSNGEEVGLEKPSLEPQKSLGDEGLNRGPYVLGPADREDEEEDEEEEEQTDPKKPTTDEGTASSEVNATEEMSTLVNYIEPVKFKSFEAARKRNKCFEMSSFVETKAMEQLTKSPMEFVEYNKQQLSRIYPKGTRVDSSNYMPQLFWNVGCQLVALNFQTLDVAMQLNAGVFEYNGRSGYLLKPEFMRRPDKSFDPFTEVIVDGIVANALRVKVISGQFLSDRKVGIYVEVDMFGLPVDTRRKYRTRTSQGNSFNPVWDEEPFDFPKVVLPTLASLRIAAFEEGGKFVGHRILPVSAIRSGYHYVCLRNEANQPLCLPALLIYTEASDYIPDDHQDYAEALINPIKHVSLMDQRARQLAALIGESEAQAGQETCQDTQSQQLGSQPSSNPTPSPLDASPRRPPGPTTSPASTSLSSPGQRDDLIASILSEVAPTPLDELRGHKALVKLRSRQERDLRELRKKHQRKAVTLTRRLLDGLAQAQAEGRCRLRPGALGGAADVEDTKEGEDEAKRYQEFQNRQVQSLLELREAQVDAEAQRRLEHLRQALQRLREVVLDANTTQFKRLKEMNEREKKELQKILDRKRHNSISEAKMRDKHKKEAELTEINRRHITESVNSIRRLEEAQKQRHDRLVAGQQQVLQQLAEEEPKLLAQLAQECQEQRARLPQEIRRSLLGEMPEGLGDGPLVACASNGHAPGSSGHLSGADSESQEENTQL
ASAP1 GAP inh: inhibitors of human ASAP1 ArfGAP activity, primary screen, biochemical, fluorescence polarization | Arf-GAP with SH3 domain, ANK repeat and PH domain-containing protein 1 (Homo sapiens), … | ASAP1-stimulated ARF1 GTP hydrolysis, GDP FP detection | inhibition, % at 16.5 µM | 360,000 compounds, 0.19% hits | AID 624377, 2012; in the data active = inhibition above about 25%;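 note: 0% = vehicle with enzyme and substrate and 100% = no enzyme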
TDP2 absorb: human TDP2 enzyme inhibitors, primary screen, biochemical, epi absorbance, recombinant enzyme. Tyrosyl-DNA phosphodiesterase 2 (Homo sapiens), O95551. T5PNP hydrolysis, p-nitrophenol absorbance 415 nm. inhibition, % at 12.8 µM. 370,000 compounds, 0.34% hits. AID 720702, 2013;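 active = inhibition above the mean of all tested compounds plus 3 SD, set per campaign, cut at about 25% in these data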;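 note: 0% = DMSO with enzyme and 100% = buffer with substrate but no TDP2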
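System – recombinant human TDP2 · Quantity – TDP2 enzyme at 120 nM final · Doses – single concentration, 12.8 µM nominal, with 1% DMSO · Incubation – 2 h at 37 °C · Measured by – epi absorbance of p-nitrophenol freed from T5PNP by hydrolysis · Read-out – % inhibition relative to enzyme-containing and enzyme-free wells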
SIAE inh: human SIAE inhibitors, primary screen, biochemical, fluorescence polarization, FP-Rh probe, 1536-well HTS. 370,000 compounds, 0.69% hits. inhibition, % at 9.66 µM. SIAE FP-Rh probe binding. Sialate O-acetylesterase (Homo sapiens), Q9HAT2;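 active = inhibition above a cutoff: mean of compounds within the control limits plus 3 SD of those, cut at about 17% in these data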;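 note: 0% = plate median of compound wells and 100% = probe without SIAE protein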
Active calls of the source: *; nt = no result given.

nr	Compound	PLCg1 inh	ADAM10 inh	DDE Tn6 FP inh	Tn7 DDE FP	ARFGAP1 inhibitor	ADAM17 inh	PLC-beta3 inh	ASAP1 GAP inh	TDP2 absorb	SIAE inh
1	Cc1ccc(S(=O)(=O)N(C)C[C@@H]2Oc3c(NS(C)(=O)=O)cccc3C(=O)N([C@H](C)CO)C[C@@H]2C)cc1	0	-2	-1	2	-1	0	0	-4	-2	3
2	COc1ccc(S(=O)(=O)Cc2ccc(C(=O)N3CCCC3)o2)cc1	0	-19	-6	1	-2	-1	-4	1	3	3
3	CN1CCN(c2nc3nonc3nc2N2CCN(C)CC2)CC1	8	4	4	-7	0	5	6	13	-7	5
4	OCCNc1nc(Nc2ccc(Br)cc2)nc2ccccc12	-17	-10	1	-1	2	-10	-20	26*	4	18*
5	CC(=O)c1ccc(OC(=O)COc2ccccc2)cc1	-1	-8	0	0	14	-5	-3	1	6	4
6	CCCCNC(=O)C1CC(=O)N(C2CCCC2)C1 (configuration not stated)	12*	-1	3	2	-7	-4	0	-1	16	-3
7	Cc1ccc(CNC(=O)CSc2nc3[nH]ncc3c(=O)[nH]2)cc1	-3	-6	5	5	-11	-3	1	-6	6	-6
8	Cc1ccc(-c2nnc(Nc3ccc(CC(N)=O)cc3)c3ccccc23)cc1	-121	3	-4	-2	-8	-3	-182	-13	2	4
9	N=c1oc2ccc(Br)cc2cc1C(=O)NCc1ccccc1	-3	3	4	2	9	-1	-7	-2	-2	5
10	O=C(CCC1CCCC1)N1CCN(C(=O)COc2ccccc2)CC1	2	0	-5	-1	4	-5	3	1	4	8
11	Cc1ccc(S(=O)(=O)N2CCC(C(=O)Nc3ccc(S(=O)(=O)N4CCCC4)cc3)CC2)cc1	0	-1	1	-2	11	13*	-5	4	-12	-2
12	O=C1CCC2(CCC(c3ccccc3)CC2)N1CC[C@@H](O)c1ccccc1 (some centres not stated)	-2	-4	-6	3	nt	-7	-2	nt	7	9
13	COc1ccc(CCNC(=O)c2c([S-])n(-c3ccc(C)cc3)c3cccc[n+]23)cc1	-22	-14	-1	-2	17	-6	-35	-9	3	-4
14	COc1cccc(NC(=O)c2nn(C)c3c2CS(=O)(=O)c2ccccc2-3)c1	2	7	-4	7	8	0	-5	5	-4	-2
15	C/C(=N\NC(=O)c1ccco1)c1cccc2ccccc12	3	13	-8	2	-4	-2	-4	11	5	3

Looked up one by one from the entries so far, 3 records:
nr	Compound	PLCg1 inh	ADAM10 inh	DDE Tn6 FP inh	Tn7 DDE FP	ARFGAP1 inhibitor	ADAM17 inh	PLC-beta3 inh	ASAP1 GAP inh	TDP2 absorb	SIAE inh
5	CC(=O)c1ccc(OC(=O)COc2ccccc2)cc1	-1	-8	0	0	14	-5	-3	1	6	4
3	CN1CCN(c2nc3nonc3nc2N2CCN(C)CC2)CC1	8	4	4	-7	0	5	6	13	-7	5
1	Cc1ccc(S(=O)(=O)N(C)C[C@@H]2Oc3c(NS(C)(=O)=O)cccc3C(=O)N([C@H](C)CO)C[C@@H]2C)cc1	0	-2	-1	2	-1	0	0	-4	-2	3

The list goes on:
nr	Compound	PLCg1 inh	ADAM10 inh	DDE Tn6 FP inh	Tn7 DDE FP	ARFGAP1 inhibitor	ADAM17 inh	PLC-beta3 inh	ASAP1 GAP inh	TDP2 absorb	SIAE inh
16	COc1ccc(C2C(C(=O)Nc3ccccn3)=C(C)Nc3ncnn32)c(OC)c1 (configuration not stated)	-18	-15	4	7	9	-1	-24	0	-8	-1
17	O=[N+]([O-])c1ccc(N2CCCCC2)cn1	2	11	-4	3	1	3	3	-9	-2	9
18	O=C(Nc1ccc(Cl)cc1C(F)(F)F)C(Sc1nnc(-c2cccs2)o1)c1ccccc1 (configuration not stated)	-12	4	10	-4	2	1	-17	-6	3	0
19	CCOc1ccc(CCNC(=O)CSCC(=O)Nc2ccc(OC)cc2)cc1OCC	0	-2	3	-7	-5	-1	-5	10	-12	-1
20	COc1ccc(NC(=O)CCSc2cc(C)c3ccccc3n2)cc1	2	1	-8	-3	1	6	-5	0	-7	-6
21	Cc1ccccc1OCC(=O)NCCNC(=O)c1ccccn1	1	-3	-4	0	4	2	-3	10	14	14
22	O=C(CSc1ncn[nH]1)Nc1cccc(S(=O)(=O)N2CCCCCC2)c1	1	0	-3	11	2	-3	0	-8	18	-7
23	CCOCCCNC(=O)CN1CCN(c2ccc(F)cc2)CC1	2	7	1	-2	-12	1	3	-15	-2	-6
24	CCOC(=O)c1nc(SC)n(C)c1C(=O)OCC	-2	2	1	1	11	-3	-5	-4	-6	-5
25	Cc1nnc2ccc(-c3ccc(NS(=O)(=O)c4ccc(Cl)s4)cc3)nn12	-136	-8	3	-1	-6	3	-174	-2	0	-8
26	COc1ccc(N2C(=O)CCC2=O)c(OC)c1	1	4	5	-1	-15	0	0	-8	-4	-6
27	CSCC[C@H](NC(=O)C1CCN(S(=O)(=O)c2ccccc2)CC1)C(=O)NC1CC1	4	6	4	-6	2	1	2	7	-10	-4
28	CCOC(=O)[C@@]12CCC3=C1N(CCC3)C(=O)[C@H](CC(=O)NCCCOC)C2	5	-13	-11	4	nt	-9	0	nt	-9	2
29	CC(C)OC(=O)Nc1ccc(Oc2c(F)c(F)c(F)c(F)c2F)cc1	1	1	2	5	12	-2	2	-2	2	-2
30	CCc1ccccc1NC(=O)c1ccc(-c2csc(C)n2)cc1	-1	-11	1	8	-6	1	-9	13	1	-6

A few values from above.
#25 in ADAM17 inh is listed with 3
#22 in ADAM17 inh is listed with -3
#17 in SIAE inh is listed with 9
#19 in PLC-beta3 inh is listed with -5

Remaining list, next part.
nr	Compound	PLCg1 inh	ADAM10 inh	DDE Tn6 FP inh	Tn7 DDE FP	ARFGAP1 inhibitor	ADAM17 inh	PLC-beta3 inh	ASAP1 GAP inh	TDP2 absorb	SIAE inh
31	COc1ccc(/C=C/C(=O)N(CC(C)C)CC(C)C)cc1Br	1	3	-1	0	-12	0	1	10	-2	-1
32	Cn1c(=O)[nH]c(=O)c2c1nc(Br)n2CCSc1ncccn1	-2	-5	5	2	12	-5	0	1	8	5
33	Cc1ccc(C(=O)NCC(=O)N/N=C/c2cccs2)cc1[N+](=O)[O-]	-2	-3	-1	4	6	-2	-1	-2	-7	-1
34	Cc1[nH]c2ccccc2c1C(=O)COC(=O)c1c(-c2c(F)cccc2Cl)noc1C	-1	26*	-6	-2	13	13*	-4	8	6	-27
35	COc1ccc(-n2c(SCC(=O)Nc3cc(C)on3)nc3ccccc3c2=O)cc1Cl	2	-3	6	0	12	-6	-2	17	2	-3
36	c1ccc(N2CCN(c3cnc4ccccc4n3)CC2)cc1	-12	-15	6	8	5	-8	-13	-7	2	2
37	Cc1nc(NCCC(C)C)c2nnn(Cc3ccccc3)c2n1	2	8	5	0	2	-2	-8	-15	-8	0
38	CCCCNC(=O)/C(=C/c1ccccc1)NC(C)=O	1	5	-5	-4	6	0	4	-4	-9	-1
39	O=C(Nc1cnn(Cc2ccc(F)cc2)c1)c1noc2c1CCCC2	3	1	-5	3	-5	-1	-2	7	-1	4
40	Cc1cnc(NC(=O)Cc2ccccc2F)s1	0	-4	2	6	13	-2	1	-8	-2	-8
41	Cc1ccc(OCCCC(=O)Nc2cc(S(=O)(=O)N3CCOCC3)ccc2N2CCOCC2)cc1	3	8	0	-11	3	-3	-6	-5	-17	-12
42	CSc1cccc(-c2nnc(NC(=O)c3cccc(N4C(=O)CCC4=O)c3)o2)c1	2	-4	0	-2	-9	-4	-5	16	7	-3

Single records, from the list above.
Listed for c1ccc(N2CCN(c3cnc4ccccc4n3)CC2)cc1 : PLCg1 inh = -12; ADAM10 inh = -15; DDE Tn6 FP inh = 6; Tn7 DDE FP = 8; ARFGAP1 inhibitor = 5; ADAM17 inh = -8; PLC-beta3 inh = -13; ASAP1 GAP inh = -7; TDP2 absorb = 2; SIAE inh = 2
Listed for O=C(Nc1cnn(Cc2ccc(F)cc2)c1)c1noc2c1CCCC2 : PLCg1 inh = 3; ADAM10 inh = 1; DDE Tn6 FP inh = -5; Tn7 DDE FP = 3; ARFGAP1 inhibitor = -5; ADAM17 inh = -1; PLC-beta3 inh = -2; ASAP1 GAP inh = 7; TDP2 absorb = -1; SIAE inh = 4
Listed for CSc1cccc(-c2nnc(NC(=O)c3cccc(N4C(=O)CCC4=O)c3)o2)c1 : PLCg1 inh = 2; ADAM10 inh = -4; DDE Tn6 FP inh = 0; Tn7 DDE FP = -2; ARFGAP1 inhibitor = -9; ADAM17 inh = -4; PLC-beta3 inh = -5; ASAP1 GAP inh = 16; TDP2 absorb = 7; SIAE inh = -3

This is a random part of the collection; about 3.6% have a hit in one of these screens.
